Furin inhibitor: blocks human furin protease activity. inhibition, % at 30 µM. P09958. purified furin, fluorogenic substrate cleavage. hit rate 0.061% among 220,000; in the data active = inhibition above about 25%; note: inactives centre near -15
Rad51 HR inh: Rad51 (human) homologous recombination inhibition | Q06609 | hRad51 DNA strand exchange, fluorescence dequenching | hit rate 0.085% among 200,000 | inhibition, % at 10 µM;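 active = inhibition above 40% at the single screening dose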;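 note: 0% = DMSO control wells and 100% = blanks with heterologous ssDNA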
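Material: Human Rad51 nucleoprotein filaments preassembled on unlabelled ssDNA | Also added: Labelled 47-mer dsDNA for strand exchange | Dosing: Single dose, 10 µM final compound | Schedule: 30-min compound preincubation and 15-min exchange, both room temperature | Technique: Fluorescence dequenching at 485/520 nm | Measure: Percent inhibition relative to plate controls and blanks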
hK5 inh: kallikrein 5 (human) inhibition | inhibition, % at 5 µM | Q9Y337 | hit rate 0.59% among 210,000 | recombinant hK5, fluorogenic AMC substrate cleavage;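 active = inhibition of 40% or more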;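 note: 0% = enzyme controls without compound and 100% = no-enzyme blanks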
PERK inhibitor: inhibitors of human PERK kinase; Q9NZJ5; CHO PERK-DD fusion, SEAP luminescence translation reporter; inhibition, % at 5.6 µM; hit rate 0.17% among 220,000;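 active = inhibition above the mean inhibition of all tested compounds plus 3 SD, set separately per screening campaign, cut at about 2.9% in these data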;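 note: PERK kinase domain activated by AP20187 dimerizer at 100 nM; 0% = DMSO with dimerizer and 100% = rapamycin at 8.4 µM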
m-calpain inh: calpain II (pig) inhibition. purified calpain II, fluorogenic peptide substrate, 30 min. inhibition, % at 16 µM. hit rate 0.37% among 220,000;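 active = inhibition above about 50%, limit read from the data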
FXIa inh 1536: factor XIa (human) inhibition; purified FXIa, Boc-Glu-Ala-Arg-AMC fluorogenic substrate; hit rate 0.14% among 220,000; P03951; AID 798; inhibition, % at 5 µM;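 active = inhibition of at least 40%; inactive = inhibition below 40%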;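 note: fluorescence of freed AMC excited at 355 nm; 0% = enzyme without compound and 100% = no enzyme blank; many of its hits are not listed in these tables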
thrombin 1536: blocks human thrombin protease activity; inhibition, % at 5 µM; hit rate 0.26% among 220,000; alpha-thrombin, Boc-VPR-AMC fluorogenic substrate cleavage; AID 1046; P00734;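 active = inhibition at or above 40%; inactive = inhibition below 40%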;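 note: 0% = enzyme with no compound and 100% = wells without enzyme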
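Material: human alpha-thrombin enzyme / Medium: pH 7.5 Tris (50 mM) with NaCl 150 mM, Tween 20 0.05% / Compound: single-point dosing at 5 µM, 0.2% DMSO / Incubation: enzyme reaction carried out at room temperature / Detection: AMC fluorescence, 355/460 nm / Read-out basis: percent inhibition scaled between no-compound controls and no-enzyme blanks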
KCC2 mod: KCC2 (human) Cl- transport modulation; hit rate 2.2% among 190,000; KCC2 cells, thallium flux FluoZin-2 fluorescence; Q9H2X9; B-score of Tl+ flux slope (higher = more flux/activation; lower = inhibition) at 10 µM;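 active = thallium flux slope and its plate-corrected score both differing from the plate sample mean at a set confidence after two filtering rounds, in either direction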;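 note: slope of fluorescence scaled to starting intensity during 10 to 20 s after thallium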
Target sequence (Q9H2X9 whole entry, looked up): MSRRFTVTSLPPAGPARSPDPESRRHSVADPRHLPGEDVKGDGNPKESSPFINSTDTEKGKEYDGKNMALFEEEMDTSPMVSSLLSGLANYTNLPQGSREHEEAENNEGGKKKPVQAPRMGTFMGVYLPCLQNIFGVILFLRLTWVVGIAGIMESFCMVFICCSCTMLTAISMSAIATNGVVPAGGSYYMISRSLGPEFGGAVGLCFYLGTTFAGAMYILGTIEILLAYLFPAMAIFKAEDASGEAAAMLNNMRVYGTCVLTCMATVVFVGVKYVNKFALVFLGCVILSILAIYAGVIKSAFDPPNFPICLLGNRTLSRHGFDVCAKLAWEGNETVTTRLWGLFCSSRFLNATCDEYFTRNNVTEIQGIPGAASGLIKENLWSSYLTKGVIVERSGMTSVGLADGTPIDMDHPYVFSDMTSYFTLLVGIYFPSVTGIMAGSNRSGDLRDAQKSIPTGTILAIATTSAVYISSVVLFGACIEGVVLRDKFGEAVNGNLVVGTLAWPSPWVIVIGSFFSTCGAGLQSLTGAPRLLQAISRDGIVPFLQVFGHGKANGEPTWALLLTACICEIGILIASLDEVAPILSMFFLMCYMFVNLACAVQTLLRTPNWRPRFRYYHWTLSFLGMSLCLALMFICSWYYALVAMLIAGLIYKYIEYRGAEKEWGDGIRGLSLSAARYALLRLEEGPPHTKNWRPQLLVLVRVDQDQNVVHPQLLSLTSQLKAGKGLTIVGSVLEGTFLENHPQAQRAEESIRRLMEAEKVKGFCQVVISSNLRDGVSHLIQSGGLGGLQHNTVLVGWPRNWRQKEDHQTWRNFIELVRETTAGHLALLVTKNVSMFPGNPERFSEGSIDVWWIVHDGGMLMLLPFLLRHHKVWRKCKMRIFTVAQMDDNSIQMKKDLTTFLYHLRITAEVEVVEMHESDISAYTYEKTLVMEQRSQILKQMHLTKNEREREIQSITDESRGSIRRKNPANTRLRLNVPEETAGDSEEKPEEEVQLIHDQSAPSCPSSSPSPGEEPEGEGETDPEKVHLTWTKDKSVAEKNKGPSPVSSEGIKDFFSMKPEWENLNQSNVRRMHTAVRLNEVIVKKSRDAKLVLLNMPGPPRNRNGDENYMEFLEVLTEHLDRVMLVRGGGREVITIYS
FXIIa inh: factor XIIa (human) inhibition; P00748; purified FXIIa, Boc-QGR-AMC fluorogenic substrate, 2 h; inhibition, % at 5 µM; hit rate 0.3% among 220,000; in the data active = inhibition above about 40%;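 note: 0% = enzyme with no compound and 100% = blank without enzyme; many of its hits are not listed in these tables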
Starred values were filed as active, the others as inactive; i = inactive; . = not tested or not shown; [ ] = another dose, or the depositor's remark.

Furin inhibitor,m-calpain inh,KCC2 mod,PERK inhibitor,thrombin 1536,FXIa inh 1536,Rad51 HR inh,FXIIa inh,hK5 inh,smiles
-35.3,-47.9,0.279,0.5,-0.1,-1.2,-1.8,7.8,-2.1,CCCCOc1ccc(N2CC(C(=O)NCCc3ccc(OC)c(OC)c3)CC2=O)cc1 (stereo not drawn)
-30.5,-289.7,-1.26,1.5,-6.1,-2.4,23.3,5.2,-3.9,O=C(c1ccc(Cn2c(=S)[nH]c3cc4c(cc3c2=O)OCO4)cc1)N1CCN(c2ncccn2)CC1
-22.6[20 µM],45.1,.,0.2,16.3,-1.0,5.5,-0.2,-9.3,O=C1c2ccccc2C(=O)N1CCc1csc(-c2ccc(F)cc2)n1
-26.1,19.5,0.477,1.5,-1.8,-1.8,5.8,2.2,-2.0,CCNC(=O)Oc1ccc[nH]c1=O
-14.2,-8.9,-0.158,1.0,-9.9,2.4,-4.0,7.1,-19.5,c1cc(-n2cnnn2)ccc1NC1=NCCC1
-17.2[20 µM],-7.1,.,0.8,-7.7,8.9,5.5,4.0,-2.6,O=C1CN(C(=O)CC2c3ccccc3-c3ccccc32)CC(=O)N1
-16.5,-77.0,0.288,-0.1,1.2,2.6,0.1,7.4,2.0,Cc1cc(N2CC(C)OC(C)C2)nc2ccccc12 (stereo not drawn)
-17.5,19.0,1.16,1.1,-2.2,-7.0,-7.4,-6.8,-25.5,CN1CCN(CC#CC(C)(O)C2CC3C=CC2C3)CC1 (stereo not drawn)
-14.9,-14.7,-0.231,0.1,-2.3,-1.6,-0.8,5.9,-0.9,CC(=O)Nc1ccc(C=C(C(C)=O)C(C)=O)cc1
-23.3[20 µM],-26.2,-0.385,0.8,5.6,0.1,-2.6,19.3,-5.8,COc1ccc(C)cc1S(=O)(=O)Nc1cccc(Cl)c1
-18.8[20 µM],5.2,0.339,-0.2,0.2,-1.2,4.9,14.7,13.9,CCn1c(SCC(=O)NC2CCCc3ccccc32)nnc1-c1cccs1 (stereo not drawn)
-21.1[20 µM],-7.4,.,-0.3,-0.5,-0.4,0.8,12.1,-2.1,O=C(CN1CCCCC1)Nc1ccccc1
-15.3[20 µM],50.4*,-0.901,0.7,-1.5,-1.6,-1.7,2.8,-2.2,Cc1nn(-c2ccc(F)cc2)c2sc(C(=O)N3CCCCCC3)cc12
-10.0[20 µM],11.5,0.163,0.1,-3.5,-8.8,5.5,-2.3,-13.7,Cc1ccc(SC(C)C(=O)Nc2ccccc2C(=O)N2CCOCC2)cc1 (stereo not drawn)
-17.9,-14.6,-0.268,0.4,-0.8,-3.0,-4.2,-1.6,-12.9,CSC1=NCCN1S(=O)(=O)c1ccc2ccccc2c1
-15.5,42.2,0.639,-0.5,-10.5,-15.1,-4.9,-7.4,-2.8,CCc1cccc(CC)c1NC(=O)COC(=O)c1cccc(-c2ccc(OC(C)=O)cc2)c1
-12.5[20 µM],0.0,0.28,-0.2,3.6,3.9,-3.5,8.9,-6.4,O=C(CSc1nnc(-c2ccccn2)n1Cc1ccco1)Nc1ccc2c(c1)OCO2
-10.3,8.2,0.983,-0.3,-2.0,-3.1,-22.5,5.9,0.7,Cn1c(=O)n(C)c2cc(S(=O)(=O)Nc3ccccc3)ccc21
12.1[20 µM],-8.8,-0.551,0.2,-6.7,-6.7,7.2,13.0,-11.2,O=S(=O)(c1ccc(Cl)c(Cl)c1)c1snnc1-c1ccccc1
-1.7,13.7,59.5*,1.2,-0.2,7.0,1.2,14.6,.,O=C(NC(=S)Nc1cccc(C(F)(F)F)c1)c1csnn1
-18.9,-0.6,-1.92,0.0,1.6,3.4,-7.4,10.3,3.3,O=C(O)CC1(CC(=O)Nc2cc(C(F)(F)F)cc(C(F)(F)F)c2)CCCCC1
-16.8,12.2,0.236,0.3,-2.6,6.3,-2.9,13.7,-3.0,CCN1CCN(C(c2cccs2)C(C)NC(=O)C(C)C)CC1 (stereo not drawn)
-12.3,16.9,0.632,1.0,-6.6,1.9,-2.0,12.5,3.8,Cc1[nH]n(-c2ccccc2)c(=O)c1/C=N/c1nn[nH]n1
-22.0[20 µM],-121.5,0.24,0.9,-17.6,-5.4,-9.5,9.5,-13.1,Cn1cc(Cl)c(C(=O)Nc2nc3ccc(Cl)cc3s2)n1
-22.3,-71.8,-3.35,1.0,-4.0,-15.9,-54.8,3.6,23.5,Cc1c(O)ccc(/C(Cc2ccc3ccccc3n2)=N\N)c1O
-21.3,-8.7,0.503,1.9,6.8,5.8,4.5,13.8,14.6,O=C(O)CCc1ccc(-c2ccc(Cl)cc2)n1CC(=O)O
-28.8,-3.2,-0.28,-0.8,-4.7,-3.4,4.2,.,-1.6,OCCNCc1cccc(OCc2ccc(Cl)cc2)c1
-13.5,10.1,-1.43,0.7,-3.2,1.5,3.5,5.5,.,CN(C)CCOc1cc(Cl)cc(Cl)c1
-2.4[20 µM],-12.8,-0.0092,0.1,-0.1,6.4,.,18.7,-22.4,Cc1ccc(NC(=O)CN2C(=O)N/C(=C/c3ccco3)C2=O)cc1
-17.1,-13.0,0.377,0.9,-4.8,-1.7,-0.9,5.5,15.8,O=c1cc(-c2ccc(Cl)cc2)oc(=O)[nH]1
-19.5,-12.6,-0.0864,-0.3,9.5,-6.4,26.1,1.9,-2.1,CC12CCC(C/C1=N/NC(=O)COc1ccccc1Cl)C2(C)C (stereo not drawn)
-24.7,-17.8,-0.352,0.5,-1.4,1.7,26.1,8.7,3.5,Cc1cccn2c(=O)c(/C=N/O)c(Nc3ccccc3F)nc12
-17.6,-5.7,0.398,-0.1,-9.7,-6.8,-1.5,-3.0,-11.2,CCOC(=O)c1ccc(NC(=O)c2cn(CCC#N)nc2-c2ccc3c(c2)OCCO3)cc1
-14.5,12.8,0.102,1.4,-0.8,-2.5,-0.3,4.7,-1.9,COc1ccc2[nH]c(CN3CCN(C(C)C)C(CCO)C3)c(C)c2c1 (stereo not drawn)
-10.2,-21.4,0.0447,0.2,-3.6,-5.3,-3.6,-3.0,-6.3,CC(=O)c1ccc(N2CCN(CC(=O)Nc3cc(C)on3)CC2)cc1
-30.3,11.7,0.249,1.3,-0.6,1.8,.,10.9,.,O=C(CSc1nccc(=O)[nH]1)NCc1ccc(Cl)cc1
-14.2,-12.0,4.6*,1.5,-1.3,0.3,0.6,9.0,-1.2,CC(=O)c1cccc(NC(=O)COC(=O)COc2c(Cl)cc(Cl)c3ccc(C)nc23)c1
-22.9,11.2,-0.503,-0.2,-2.4,0.8,8.4,7.8,21.7,Cc1ccc(NC(=O)CN(C)CC(=O)Nc2ccccc2-c2ccccc2)cc1
-6.7,43.1,.,0.4,0.1,2.8,14.7,6.8,0.4,CC1CCc2c(sc3nc(SCC(=O)O)n(-c4ccccc4)c(=O)c23)C1 (stereo not drawn)
-17.1,-61.6,4.34*,0.7,-0.4,2.3,2.3,8.2,2.8,CSc1sc(-c2n[nH]c(=S)n2C)c2c1C=CCC2
-25.4,8.2,0.177,1.1,6.4,2.1,.,14.6,-0.3,Cc1ccc(OC(=O)c2cc(=O)c3ccccc3o2)cc1
-11.4,4.0,-0.531,1.2,3.6,0.6,-8.9,5.3,-0.4,Cc1cc(C)n(-c2nnc(C)c(=O)[nH]2)n1
-14.3[20 µM],-1.9,0.129,0.9,-15.8,-5.2,4.2,-1.5,-17.9,O=C(O)C1CSC(c2ccccc2)N1C(=O)c1ccco1 (stereo not drawn)
-17.1,-2.8,0.0873,0.6,3.3,-2.9,-0.8,9.2,-5.5,COc1ccc2c(c1)/C(=N/N1C(=O)c3ccccc3C1=O)C(=O)N2
-20.0,27.8,.,1.4,3.5,8.4,-5.8,24.9,-10.4,CCCCOCCCNS(=O)(=O)c1ccccc1

Next part, overlapping the part above by 3 compounds.
Furin inhibitor,m-calpain inh,KCC2 mod,PERK inhibitor,thrombin 1536,FXIa inh 1536,Rad51 HR inh,FXIIa inh,hK5 inh,smiles
-14.3[20 µM],-1.9,0.129,0.9,-15.8,-5.2,4.2,-1.5,-17.9,O=C(O)C1CSC(c2ccccc2)N1C(=O)c1ccco1 (stereo not drawn)
-17.1,-2.8,0.0873,0.6,3.3,-2.9,-0.8,9.2,-5.5,COc1ccc2c(c1)/C(=N/N1C(=O)c3ccccc3C1=O)C(=O)N2
-20.0,27.8,.,1.4,3.5,8.4,-5.8,24.9,-10.4,CCCCOCCCNS(=O)(=O)c1ccccc1
-17.5,17.1,-3.04,0.2,-5.0,-1.0,-1.6,10.6,3.0,O=C(CCc1ccccc1)C(=O)N1CCCC(C(=O)c2cccc(Cl)c2)C1 (stereo not drawn)
-19.9[20 µM],10.5,-0.721,-0.9,-1.8,17.8,5.0,19.9,-15.1,CN1CCC(N2CCN(c3cccc(C(F)(F)F)c3)CC2)CC1
-13.3,-77.5,-0.14,0.7,0.8,0.5,-12.9,9.7,4.1,COc1ccc(-n2c(SCC(=O)Nc3ncc(Cl)cc3Cl)nc3ccccc32)cc1
-13.9[20 µM],27.6,0.803,1.6,-6.0,-3.5,6.7,5.2,-2.4,O=C(Cc1ccccc1)N/N=C/c1ccccc1OCc1ccc(Cl)cc1
-17.2,15.0,0.888,0.5,-8.1,-3.0,-3.6,9.5,3.6,CCOc1ccccc1NC(=S)N1CCC(NC(=O)C(C)(C)C)CC1
-25.7,-46.2,-4.99,0.8,-3.1,5.2,.,11.6,-9.2,C/C(=N\OCc1nc2ccccc2c(=O)n1/N=C/c1cc([N+](=O)[O-])ccc1O)c1ccccc1
5.2,-38.1,i,-0.9,0.3,10.4,i,7.2,-5.3,CCCN1C(=O)/C(=C/c2c(N3CCNC(=O)C3CC(=O)OC)nc3c(C)cccn3c2=O)SC1=S (stereo not drawn)
-16.6,28.1,0.0139,0.1,-5.0,1.6,-3.6,6.6,-4.9,CN(Cc1ccccn1)Cc1cn(Cc2ccccc2)nc1-c1ccc2c(c1)OCO2
10.8,26.3,-0.495,0.7,-5.1,-0.6,.,4.8,.,O=C(O)c1ccc(NC2=C/C(=N/S(=O)(=O)c3ccccc3)c3ccccc3C2=O)cc1

High-throughput results: PubChem, several laboratories

This is a subset. The share of hits here may be higher or lower than overall.
